GDH-TPI inh = GDH-TPI coupling enzyme inhibitors, primary screen, artefact control for M. tuberculosis FBA inhibitor project, biochemical, absorbance, full deck | GDH-TPI coupled enzyme counterscreen, NADH absorbance | inhibition, % at 4.8 µM | 1.2% of 360,000 active | AID 588335, 2011;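 note: 0% = DMSO wells and 100% = wells lacking the enzyme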
BoNT A protease = BoNT/A light chain protease inhibitors, primary screen, biochemical, flow cytometry, MLPCN library | Botulinum neurotoxin type A light chain protease (Clostridium botulinum A str. ATCC 3502) | multiplex microsphere protease substrate cleavage | inhibition, % at 10 µM | 0.17% of 360,000 active | AID 588499, 2011; in the data active = inhibition above about 30%; inconclusive = no clear call, values can overlap the other calls; note: plate controls were buffer without enzyme for full effect and enzyme alone for no effect
FadD28 FP inh = inhibitors of FadD28 bisubstrate probe binding, primary screen, biochemical, fluorescence polarization, single point. 0.22% of 360,000 active. inhibition, % at 12.5 µM. Mycobacterium tuberculosis FadD28 fatty-acid-AMP ligase; in the data active = inhibition above about 8.5%, passing the limit was not always enough; inconclusive = no clear call, values can overlap the other calls
BoNT-F LC inh = BoNT/F light chain protease inhibitors, primary screen, biochemical, flow cytometry, MLPCN library; Multiplex microsphere protease cleavage assay; inhibition, % at 10 µM; 0.22% of 360,000 active; AID 588497, 2011; in the data active = inhibition above about 35%, passing the limit was not always enough; inconclusive = no clear call, values can overlap the other calls; note: plate controls were buffer without enzyme for full effect and enzyme alone for no effect
Mtb FBA inh = Mtb FBA enzyme inhibitors, primary screen, biochemical, fluorescence, strain H37Rv; Fructose-bisphosphate aldolase (Mycobacterium tuberculosis (strain ATCC 25618 / H37Rv)), …; purified M. tuberculosis FBA, fluorescence read-out; inhibition, % at 1 µM; 2.3% of 360,000 active; AID 588726, 2011; in the data active = inhibition above about 27%;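 note: 0% = vehicle and 100% = reference inhibitor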
Target sequence (P9WQA3 whole entry, looked up): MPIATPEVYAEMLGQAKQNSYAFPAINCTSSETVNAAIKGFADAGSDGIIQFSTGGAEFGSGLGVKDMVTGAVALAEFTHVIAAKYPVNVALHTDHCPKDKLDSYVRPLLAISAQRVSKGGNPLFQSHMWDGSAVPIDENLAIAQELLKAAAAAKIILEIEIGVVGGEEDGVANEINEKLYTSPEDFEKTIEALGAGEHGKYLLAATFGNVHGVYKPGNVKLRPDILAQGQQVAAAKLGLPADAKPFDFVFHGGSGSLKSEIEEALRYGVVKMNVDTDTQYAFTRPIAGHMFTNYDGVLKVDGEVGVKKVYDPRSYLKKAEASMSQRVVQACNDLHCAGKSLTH
PrPC surface inh = inhibitors of human cell surface prion protein PrPC, primary screen, cell-based, TR-FRET; Major prion protein (Homo sapiens), P04156; TR-FRET read-out; inhibition, % at 13.8 µM; 0.43% of 370,000 active; AID 720596, 2013; in the data active = inhibition above about 24%; note: 0% = median of the test wells and 100% = reference compound wells
BioA inh = M. tuberculosis BioA enzyme inhibitors, primary screen, biochemical, plate reader, single point, HTS; 0.096% of 360,000 active; AID 602481, 2012; inhibition, % at 9.99 µM; purified M. tuberculosis BioA enzyme; in the data active = inhibition above about 40%; inconclusive = no clear call, values can overlap the other calls
CCHFV vOTU inh = CCHFV vOTU protease inhibitors, primary screen, biochemical, Pep-AMC substrate, fluorescence; Crimean-Congo hemorrhagic fever virus L polyprotein viral ovarian tumor (vOTU) protease …; inhibition, % at 11.5 µM; 0.55% of 370,000 active; AID 651958, 2012; note: 0% = vehicle wells with enzyme and 100% = no enzyme wells
UGM FP inh = M. tuberculosis UGM enzyme inhibitors, primary screen, biochemical, fluorescence polarization, single point. UDP-galactopyranose mutase (Mycobacterium tuberculosis (strain ATCC 25618 / H37Rv)), …. purified UGM, fluorescence polarization probe displacement. inhibition, % at 10 µM. 0.06% of 320,000 active; in the data active = inhibition above about 10%, passing the limit was not always enough; inconclusive = no clear call, values can overlap the other calls
Target sequence (P9WIQ1 whole entry, looked up): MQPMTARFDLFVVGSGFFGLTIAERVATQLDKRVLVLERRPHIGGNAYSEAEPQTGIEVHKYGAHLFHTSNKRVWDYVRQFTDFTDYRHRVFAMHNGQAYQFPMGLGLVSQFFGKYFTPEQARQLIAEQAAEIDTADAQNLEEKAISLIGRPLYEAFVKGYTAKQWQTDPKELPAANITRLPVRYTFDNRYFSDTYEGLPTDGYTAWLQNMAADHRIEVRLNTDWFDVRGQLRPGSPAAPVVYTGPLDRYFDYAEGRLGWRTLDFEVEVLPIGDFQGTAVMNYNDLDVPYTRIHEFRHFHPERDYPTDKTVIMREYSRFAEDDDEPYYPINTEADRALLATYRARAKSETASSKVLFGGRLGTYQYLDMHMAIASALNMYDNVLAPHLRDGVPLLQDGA
The depositor's hits bear a star; ? = inconclusive; . = no result given. Cut-off read from the data, not from the text of the source, unless noted: active = inhibition above about 30%; inactive = the rest.

SMILES | GDH-TPI inh | BoNT A protease | FadD28 FP inh | BoNT-F LC inh | Mtb FBA inh | PrPC surface inh | BioA inh | CCHFV vOTU inh | UGM FP inh
Cc1cccc(N(C(=O)C(F)(F)F)C(C(=O)NC2CCCCC2)c2cccs2)c1 (configuration not stated) | 9 | 1.7 | -1.4 | -6 | -3 | 0 | -1.4 | -11 | -1.4
Cc1ccc(S(=O)(=O)N2CCCCC2C(=O)Nc2ccc(N(C)C)cc2)cc1 (configuration not stated) | -2 | -0.9 | -0.3 | -27 | -1 | 17 | -1.6 | 7 | -0.5
COc1ccc(S(=O)(=O)N2CCOCC2)cc1NC(=O)c1c(C)noc1C | -2 | 0.4 | -3.3 | 3 | -1 | -3 | 0.8 | 23 | .
COc1ccc(N2CCN(c3ccc(S(=O)(=O)N(C(C)C)C(C)C)cn3)CC2)cc1 | -15 | -3.5 | -4.0 | -11 | -3 | 3 | -0.6 | 27 | -0.4
O=C(COC(=O)Cn1cnc2ccccc2c1=O)Nc1cc(Cl)ccc1[N+](=O)[O-] | 8 | 0.5 | -4.4 | -2 | -5 | -27 | . | 0 | -0.5
COc1ccc(-c2nc(SC)n(C)c(=O)c2C#N)cc1OC | 25 | 0.1 | -3.5 | -8 | 2 | -6 | -1.0 | -6 | -0.3
COC(=O)c1ccccc1S(=O)(=O)N1CCC(C(=O)OC(C)C(=O)N(C)Cc2ccccc2)CC1 (configuration not stated) | -4 | 2.0 | -1.4 | 7 | 0 | 2 | -0.4 | 3 | .
O=C([C@@H]1CCCN1C(=O)c1cccs1)N1CCN(S(=O)(=O)c2ccccc2F)CC1 | 5 | -0.3 | -3.8 | -8 | -3 | -1 | 1.9 | 6 | -0.2
COCCNC(=O)N1[C@H]2CC[C@@H]1C(C(=O)OC)=C(c1ccc(OC(F)(F)F)cc1)C2 | 1 | 0.7 | -0.6 | 3 | 3 | 3 | -0.5 | 15 | -1.7
COc1ccc(-c2ccc3c(c2)C2CC3CCN2S(=O)(=O)c2ccccc2C)cc1 (configuration not stated) | 6 | -0.1 | -1.3 | -3 | -2 | -6 | -2.9 | 2 | .
COc1ccc(OC)c(S(=O)(=O)N2CCN(C34CC5CC(CC(C5)C3)C4)CC2)c1 | -1 | -0.4 | -1.0 | 6 | 1 | 1 | -0.8 | 7 | -0.1
CCc1cc2c(=O)c(-c3nc4ccccc4n3C)c(C)oc2c(CN(CC)CC)c1O | 16 | -0.1 | 2.6 | -5 | 14 | 5 | 1.9 | -14 | 2.1
COC(=O)CN1C(C)=Nc2ccc(Br)cc2C1c1ccccc1 (configuration not stated) | 11 | 0.3 | -3.0 | 7 | 3 | -1 | 1.0 | -1 | 3.3
O=C(COC(=O)c1ccc(S(=O)(=O)NCc2ccco2)cc1)NCc1ccccc1 | 1 | -0.3 | -3.2 | -6 | -2 | -4 | -1.5 | 9 | -3.8
COC(=O)c1cc(C#N)c(Oc2cccc(C)c2C)nc1C | -1 | -0.2 | -0.5 | -8 | 0 | 0 | 1.2 | -4 | -1.4
CCC(Cc1ccccc1)NC(=O)CN(C)S(=O)(=O)c1ccc2c(c1)c(=O)n(C)c(=O)n2C (configuration not stated) | -8 | -0.7 | -4.5 | -9 | 0 | -6 | 0.1 | 3 | 1.7
CC(=O)NC1=NN(C(C)=O)C(C)(c2ccco2)S1 (configuration not stated) | -3 | -0.1 | -1.0 | -2 | 5 | -3 | 2.4 | -16 | -1.9
CC1=CC2=NC(=O)/C(=C\c3cc(C)n(-c4ccc(F)cc4)c3C)C(=N)N2O1 | 17 | -1.1 | 1.0 | -3 | 2 | -2 | . | -8 | -0.2
Cc1cccc(C(=O)Nc2ccc(N3CCN(c4ccc(C(F)(F)F)cn4)CC3)nc2)c1 | 1 | ? | -0.2 | ? | -3 | -5 | -1.3 | -12 | 0.1
COc1cccc(C(=O)NC(=O)Nc2cc(C)on2)c1 | 9 | -0.1 | 0.0 | -6 | 6 | 3 | . | -5 | -0.2
CC(C)c1ccccc1OCC(=O)N(C)CC(=O)Nc1ccc(F)cc1 | 10 | . | -1.0 | . | -2 | 6 | 0.2 | 1 | 0.2
CC(C)Oc1ccc(CSC(=N)N)cc1 | 3 | 0.5 | -1.4 | -10 | 4 | -4 | -2.0 | 12 | 0.3
CCOC(=O)c1cn(Cc2ccccc2)nn1 | 8 | -0.2 | -0.8 | -3 | 0 | 0 | -1.0 | 4 | 2.5
CCOC(=O)c1ccc(NC(=O)CSc2nnc(CC)o2)cc1 | 1 | -1.5 | -0.5 | 3 | 1 | 7 | -0.5 | 5 | -1.1
COC(=O)c1cc(OC)c(OC)cc1NC(=S)N1CCC(C(N)=O)CC1 | 13 | -4.5 | -1.2 | -6 | 1 | -5 | -1.4 | 6 | -3.9

Other compounds:
SMILES | GDH-TPI inh | BoNT A protease | FadD28 FP inh | BoNT-F LC inh | Mtb FBA inh | PrPC surface inh | BioA inh | CCHFV vOTU inh | UGM FP inh
O=C(Nc1ccc(F)cc1F)NC1CCCc2ccccc21 (configuration not stated) | -6 | -4.1 | -3.4 | -6 | -1 | 7 | -1.6 | 8 | -2.2
CCC(C(=O)NCCCc1ccccc1)c1ccccc1 (configuration not stated) | 13 | -0.6 | -0.1 | -6 | 0 | 14 | . | 9 | -1.1
N#Cc1c(-c2cccs2)cc(-c2cccnc2)nc1N | 9 | . | 0.3 | . | 88* | -17 | . | -173 | 1.4
Cc1ccc(-n2nnnc2SC(C(=O)c2c[nH]c3ccccc23)c2ccccc2)cc1 (configuration not stated) | 7 | 0.0 | -1.4 | -1 | 4 | 4 | . | -12 | 1.1
O=C(CN1C(=O)c2ccc([N+](=O)[O-])cc2C1=O)NC1CCCCCC1 | 0 | 3.3 | -2.8 | -9 | -2 | -11 | . | -8 | 2.1
c1ccc(N2CCN(Cc3cn4cccnc4n3)CC2)cc1 | -1 | -0.2 | -2.2 | 5 | 2 | -6 | 2.4 | 4 | 1.3
Cc1ccc(C(=O)CCC(=O)OCC(=O)Nc2c(C)nn(-c3ccccc3)c2C)cc1 | -2 | -1.1 | -1.8 | -3 | 2 | -1 | -0.3 | -4 | -1.3
CCCC(=O)Nc1cccc(-c2nc3cc(C)c(C)cc3o2)c1 | 5 | -0.2 | -2.0 | -11 | 9 | 1 | -1.9 | -6 | 1.7
CCc1nc2ccccc2c2nc3ccccc3n12 | 5 | -1.4 | 2.7 | 2 | 8 | 7 | -0.7 | 17 | -0.3
CCCCNC(=O)C[C@@H]1C[C@@]2(C(=O)OCC)CCC=C2N(Cc2ccc(Cl)cc2Cl)C1=O | . | -0.5 | . | -1 | . | -10 | . | 22 | .
CC(=O)Nc1cccc(-c2nn[nH]n2)c1 | -5 | -0.3 | -2.9 | -7 | 2 | 5 | -3.4 | -1 | 3.7
Cc1c(C(=O)Nc2c(F)cccc2F)sc2ncn(CC(=O)N3CCCCC3)c(=O)c12 | 4 | 1.6 | 1.3 | -3 | -4 | -1 | 0.1 | 15 | 0.0
CCOC(=O)CCNC(=O)N1CCCC(N(C)CCc2ccccc2)C1 (configuration not stated) | -7 | 3.2 | -4.0 | ? | -1 | -10 | -1.4 | -4 | -1.2
CN(C)S(=O)(=O)c1ccc(C(=O)NCc2nnc(SCC(=O)N3CCCC3)o2)cc1 | -3 | -1.6 | -0.3 | -1 | -2 | -5 | -0.2 | 6 | -1.8
Oc1ccc(Br)cc1CNc1cccc2cccnc12 | 6 | -2.3 | -1.6 | ? | 1 | 0 | 0.4 | 18 | -1.8
O=C(NC(=S)NCc1ccco1)c1cccc(Cl)c1 | -2 | 1.0 | -1.9 | 2 | -1 | 8 | -1.8 | 6 | 3.1
COc1ccc(CNC(C)C2COc3ccccc3O2)c(OC)c1 (configuration not stated) | 14 | 0.3 | -1.7 | -8 | 7 | -6 | 0.3 | 6 | -0.5
O=C(COC(=O)Cn1[nH]c(=O)c2ccccc2c1=O)NNC(=O)c1ccc(Br)cc1 | 5 | 0.1 | -2.9 | -2 | -3 | 4 | -3.0 | -11 | .
Cc1cccn2c(=O)c3cc(C(=O)NCCc4ccccc4)c(=N)n(CC4CCCO4)c3nc12 (configuration not stated) | 1 | -7.3 | 0.6 | -16 | 119* | -16 | . | -87 | -3.9
COc1ccccc1Nc1nc(N(C)c2ccccc2)nc(N)c1[N+](=O)[O-] | 2 | -4.7 | -2.6 | 4 | -2 | . | 5.6 | . | 0.2
C=CCNC(=O)c1c(CSc2ccc(F)cc2)noc1C(=O)NCCC | 2 | -0.3 | -3.8 | -7 | -1 | 6 | -0.5 | 8 | -0.7
O=C(O)CCCNS(=O)(=O)c1cccc2nsnc12 | 9 | 2.3 | -2.0 | 0 | 0 | -16 | 1.6 | -5 | 1.7
CCc1ccc(C(C)NC(=O)C2CCCC2)cc1 (configuration not stated) | -11 | -2.4 | -1.7 | -9 | 1 | -2 | 15 | 5 | -1.8
CCOc1ccc(N2C(=O)CC(NC3CCCCNC3=O)C2=O)cc1 (configuration not stated) | 9 | 0.0 | -1.8 | 5 | 0 | 1 | -1.0 | 4 | -1.4
CCOP(=O)(OCC)C(NC(=O)c1ccc(Cl)cc1)=C(Cl)Cl | 17 | -2.6 | -0.3 | -18 | 0 | -3 | . | 16 | 4.9

A few values from above.
BoNT A protease with CCOP(=O)(OCC)C(NC(=O)c1ccc(Cl)cc1)=C(Cl)Cl = -2.6
BioA inh with O=C(O)CCCNS(=O)(=O)c1cccc2nsnc12 = 1.6

2 entries from above, comma-delimited:
canonical_smiles,GDH-TPI inh,BoNT A protease,FadD28 FP inh,BoNT-F LC inh,Mtb FBA inh,PrPC surface inh,BioA inh,CCHFV vOTU inh,UGM FP inh
Oc1ccc(Br)cc1CNc1cccc2cccnc12,6,-2.3,-1.6,?,1,0,0.4,18,-1.8
O=C(NC(=S)NCc1ccco1)c1cccc(Cl)c1,-2,1.0,-1.9,2,-1,8,-1.8,6,3.1

Record cards, as listed above. Screens in order: GDH-TPI inh, BoNT A protease, FadD28 FP inh, BoNT-F LC inh, Mtb FBA inh, PrPC surface inh, BioA inh, CCHFV vOTU inh, UGM FP inh
Results for `O=C(COC(=O)Cn1[nH]c(=O)c2ccccc2c1=O)NNC(=O)c1ccc(Br)cc1` = 5, 0.1, -2.9, -2, -3, 4, -3.0, -11, .
Results for `C=CCNC(=O)c1c(CSc2ccc(F)cc2)noc1C(=O)NCCC` = 2, -0.3, -3.8, -7, -1, 6, -0.5, 8, -0.7

The list goes on.
SMILES | GDH-TPI inh | BoNT A protease | FadD28 FP inh | BoNT-F LC inh | Mtb FBA inh | PrPC surface inh | BioA inh | CCHFV vOTU inh | UGM FP inh
CC(Oc1ccccc1F)c1nnc(SCC(=O)c2c(N)n(C3CC3)c(=O)[nH]c2=O)o1 (configuration not stated) | -5 | 96* | 0.8 | 91* | 1 | -6 | 1.2 | -5 | -3.5
COc1cc(NC(=S)Nc2ccc(OC(F)F)cc2)cc(OC)c1 | 6 | -2.9 | -3.7 | -13 | -1 | -1 | -1.5 | 0 | 0.5
COc1cc(N=c2ssnc2Cl)cc(OC)c1OC | 20 | -0.3 | 1.0 | -6 | 0 | 2 | 0.4 | 12 | 2.2
O=C(CN1C(=O)CSc2ncccc21)NCCN1CCOCC1 | -5 | -1.1 | 0.9 | -9 | 3 | 2 | -1.2 | -10 | 0.1
Cc1ccc(C)c2[nH]c(=O)c(CCNC(=O)c3cccs3)cc12 | 13 | -0.5 | -3.1 | 0 | 5 | 1 | -1.2 | -8 | -0.2
Cn1cc(CNCC2CCCO2)c(-c2ccc(Oc3ccccc3)cc2)n1 (configuration not stated) | -3 | -0.1 | -1.9 | -6 | 1 | -4 | . | 2 | -1.2
Cc1ccc(NC(=O)N2CCSc3ccccc32)cc1 | 12 | -1.7 | -1.3 | -10 | 7 | 0 | 0.6 | -1 | 4.5
